HTR5A inv ag: HTR5A inverse agonists in luminescence cell assay, primary screen, counter-screen for OPRM1-OPRD1 heterodimer inverse agonist project, full-deck HTS. AID 504634, 2011. HTR5A cell line, inverse agonism. hit rate 0.083% among 340,000. 5-hydroxytryptamine receptor 5A (Homo sapiens), P47898. inhibition, % at 9.3 µM; in the data active = inhibition mostly above about 23%, no sharp cut-off; inactive = mostly below about 18%;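 note: 0% = cells with DMSO and 100% = no-cell wells with DMSO; some compounds called inactive have numbers as strong as hits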
phage Ecoli inh: growth loss of phage-infected E. coli, primary screen, RecBCD inhibitor project, absorbance, with phage, HTS; inhibition, % at 11.9 µM; hit rate 0.26% among 360,000; in the data active = inhibition above about 11%
AddAB inh: growth inhibition of E. coli expressing H. pylori AddAB, primary screen, AddAB inhibitor project, absorbance | inhibition, % at 11.9 µM | hit rate 0.29% among 330,000 | AID 435030, 2010; in the data active = inhibition above about 12%;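 note: 0% = vehicle wells of infected cells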
HTR5A ag ctr: HTR5A agonists in luminescence cell assay, primary screen, counter-screen for OPRM1-OPRD1 heterodimer agonist project, full-deck HTS; 5-hydroxytryptamine receptor 5A (Homo sapiens), P47898; cell-based; activation, % at 9.3 µM; hit rate 0.61% among 340,000; AID 504692, 2011; in the data active = activation mostly above about 9.5%, no sharp cut-off; inactive = mostly below about 7.6%;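 note: 0% = cells with vehicle only and 100% = reference agonist; strong numbers were not always called active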
Mot1-301 SUMO: yeast Mot1-301 growth rescue at high temperature, primary screen, SUMOylation pathway inhibitor project, S. cerevisiae, ATP luminescence, 38.5C; hit rate 1% among 320,000; AID 2716, 2010; growth rescue, % at 18.8 µM; S. cerevisiae Mot1-301 growth rescue; percent above DMSO median, 100 means doubled;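 active = every valid replicate shows activation above 250% relative to neutral control wells; inactive = the rest, any valid replicate at or below 250%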;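 note: OY570 slx delta 5 strain wells were the positive control but not used for scaling; some compounds called inactive have numbers as strong as hits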
DAGLB inhibitor: DAGLB lipase inhibitors, primary screen, biochemical, fluorescence, HTS; Diacylglycerol lipase-beta (Homo sapiens), Q8NCG7; inhibition, % at 5.17 µM; HEK293T DAGLB membrane lysate, EnzChek fluorogenic substrate; hit rate 0.059% among 340,000; in the data active = inhibition above about 34%;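 note: 0% = enzyme with vehicle and 100% = wells lacking enzyme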
Target sequence (Q8NCG7 whole entry, looked up): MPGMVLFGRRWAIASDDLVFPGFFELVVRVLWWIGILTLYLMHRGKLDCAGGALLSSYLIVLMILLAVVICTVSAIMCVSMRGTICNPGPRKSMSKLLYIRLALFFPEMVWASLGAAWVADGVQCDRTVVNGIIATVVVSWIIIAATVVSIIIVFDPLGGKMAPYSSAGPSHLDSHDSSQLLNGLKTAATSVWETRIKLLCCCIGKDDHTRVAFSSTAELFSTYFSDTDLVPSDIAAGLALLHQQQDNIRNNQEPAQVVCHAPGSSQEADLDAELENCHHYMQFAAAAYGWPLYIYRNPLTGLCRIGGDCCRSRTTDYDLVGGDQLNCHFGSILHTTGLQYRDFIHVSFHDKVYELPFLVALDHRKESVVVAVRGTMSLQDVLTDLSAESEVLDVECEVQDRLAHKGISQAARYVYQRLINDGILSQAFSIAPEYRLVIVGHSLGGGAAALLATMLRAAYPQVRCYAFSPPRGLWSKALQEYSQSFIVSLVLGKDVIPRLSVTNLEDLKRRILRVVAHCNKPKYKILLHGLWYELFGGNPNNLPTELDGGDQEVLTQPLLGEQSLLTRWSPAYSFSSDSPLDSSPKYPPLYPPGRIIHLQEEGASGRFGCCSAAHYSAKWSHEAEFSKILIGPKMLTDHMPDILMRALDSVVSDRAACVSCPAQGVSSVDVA
Tat transport: E. coli Tat export inhibitors, primary screen, MC4100, TorA-mCherry reporter, fluorescence, single point. inhibition, % at 10 µM. hit rate 0.036% among 340,000. AID 488895, 2010;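 active = mean replicate inhibition at least 50% and at least half of replicates individually reaching 50%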;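 note: exported cargo escapes ClpAP degradation while cytoplasmic cargo is degraded and loses fluorescence; 0% = median of neutral control wells and 100% = median of NaSCN control wells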
PKA-R1A act: activators of PKA-R1A holoenzyme, primary screen, biochemical, fluorescence polarization, Cy5-IP20, bovine R1A, mouse PKAc. hit rate 0.083% among 340,000. activation, % at 11.4 µM. cAMP-dependent protein kinase type I-alpha regulatory subunit (Bos taurus) + …. PKA-R1A dissociation; scaled: DMSO 0%, 113 µM cGMP 100%;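 active = percent activation above the mean of all tested compounds plus 3 SD, cut at about 19% in these data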;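 note: higher means more PKAc released from R1A so a rise in polarization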
E coli growth: E. coli V3065 growth inhibition, primary screen, counter-screen for AddAB inhibitor project, absorbance, OD600; 18 h; inhibition, % at 11.9 µM; hit rate 0.27% among 330,000; AID 449728, 2010;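 active = inhibition above the campaign's mean inhibition across all tested compounds plus 3 SD, cut at about 9.9% in these data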;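 note: uninfected addAB+ strain grown without phage in ampicillin broth; 0% = DMSO wells and 100% = ciprofloxacin 0.95 µg/ml wells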
PKA-R2B act: activators of PKA-R2B holoenzyme, primary screen, biochemical, fluorescence polarization, Cy5-IP20, human. PKA-R2B holoenzyme dissociation; R2B truncated from residue 108, S112A mutant; 0% DMSO only, 100% 113 µM cGMP. activation, % at 11.4 µM. cAMP-dependent protein kinase catalytic subunit beta (Homo sapiens) + cAMP-dependent …. AID 504700, 2011. hit rate 0.079% among 340,000;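 active = activation above a cutoff set at the mean over all compounds plus 3 SD, cut at about 18% in these data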;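 note: higher means more holoenzyme dissociation and a rise in polarization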
Target sequence (P31323 whole entry, looked up, other chains not shown, the tested form may be a part): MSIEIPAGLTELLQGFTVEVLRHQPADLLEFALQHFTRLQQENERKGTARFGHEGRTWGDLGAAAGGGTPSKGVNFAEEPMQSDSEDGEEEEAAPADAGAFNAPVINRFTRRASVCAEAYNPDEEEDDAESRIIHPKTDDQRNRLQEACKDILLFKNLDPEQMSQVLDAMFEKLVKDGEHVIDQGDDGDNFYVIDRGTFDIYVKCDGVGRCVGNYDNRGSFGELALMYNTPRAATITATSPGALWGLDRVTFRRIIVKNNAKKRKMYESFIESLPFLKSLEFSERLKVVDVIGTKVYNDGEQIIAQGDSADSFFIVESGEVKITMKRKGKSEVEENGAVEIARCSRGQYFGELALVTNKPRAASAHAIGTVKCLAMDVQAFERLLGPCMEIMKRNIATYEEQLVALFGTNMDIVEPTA
CDK5 inh: inhibitors of human CDK5/p35 kinase, primary screen, biochemical, single concentration. Cyclin-dependent kinase 5 (Homo sapiens) + Cyclin-dependent kinase 5 activator 1 (Homo …. Recombinant CDK5/p35, ADP-Glo luminescence, 60 min. inhibition, % at 10 µM. hit rate 0.01% among 330,000. AID 488839, 2010;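 active = highest replicate inhibition of at least 50% and at least 75% of replicates reaching 50%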;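 note: plate controls were DMSO neutral control for no effect and GW8510 at 10 µM for full effect; many of its hits are not listed in these tables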
* = called active by the depositor; . = not tested or not shown; + = active, no number; & = joins results of further samples. Not a hit list. About 2.3% of those tested had a hit in this group.

SMILES	HTR5A inv ag	phage Ecoli inh	AddAB inh	HTR5A ag ctr	Mot1-301 SUMO	DAGLB inhibitor	Tat transport	PKA-R1A act	E coli growth	PKA-R2B act	CDK5 inh
CCCCN(C)Cc1c(C)[nH]c2ccc(OCC)cc2c1=O	-6	2.8	-1.0	2	9	-2	3	-1	0.1	-6	0.2
C=CCSc1nnc2c(n1)OC(c1ccco1)Nc1ccccc1-2 (stereo not given)	22	4.1	2.1	3	7	0	-2	-1	1.4	-1	0.7
CNc1c([N+](=O)[O-])cnn1-c1ccc(F)cc1	-7	4.4	3.8	2	72	-1	-8	4	0.3	-4	-0.5
CC(CNc1ccccc1O)C(=O)O (stereo not given)	-11	0.8	2.4	10	-5	2	2	8	1.3	3	-0.3
O=C(CC1C(=O)NCCN1Cc1ccc(-c2ccccc2)cc1)NCCOc1cccnc1 (stereo not given)	12	2.2	1.2	-5	-2	-3	-3	-14	0.3	-3	1.3
COC(=O)c1c(NC(=O)CCNCc2ccco2)sc2c1CCC2	-11	-1.1	3.5	9	17	-12	1	-9	-2.7	-6	-3.2
CCC(C(=O)Nc1c2c(nn1C(C)(C)C)CS(=O)(=O)C2)c1ccccc1 (stereo not given)	7	0.2	1.3	3	-19	-1	0	-4	0.8	-3	0.8
Cc1cc(C)c(OCC(=O)Nc2ccc(N3CCOCC3)cc2)c(Br)c1	-17	2.5	1.0	5	13	0	-1	4	1.2	7	0.3
N=C(N)SCc1nc2ccccc2c(=O)n1-c1ccccc1	14&-15	0.5&3.5	0.2&2.0	-4&6	-9&-9	1&-1	-7&5	-7&2	-1.1&-0.7	-11&-6	-1.4&-3.9
Cc1nnc(SCC(=O)NNC(=O)c2ccc(Br)cc2)n1C	.	5.7	1.2	.	0	.	-4	.	0.1	.	0.9
CCCCC(C(=O)O)C(C)CC(=O)Nc1nncs1 (stereo not given)	3	1.5	-1.7	1	2	0	1	-8	-1.5	-11	2.2
C=CCN1C(=O)[C@]2(c3ccccc31)C1CCCC=C1C(C#N)=C(N)C2(C#N)C#N (stereo not given in full)	13	3.0	-0.6	-5	1	-2	0	5	4.0	1	-2.8
CCC(=O)N1CCc2cc(S(=O)(=O)CCC(=O)Nc3cccc(C)n3)ccc21	-3	2.6	-0.2	1	+	0	-5	-5	-0.1	2	0.4
O=C(O)c1ccc(N2C(=O)CC(Cc3ccccc3)C2=O)cc1 (stereo not given)	6	0.9	0.0	-2	2	0	-6	-12	-1.0	-3	-0.1
CC(=O)NC1=NN(C(C)=O)C(C)(c2ccccc2)S1 (stereo not given)	8	5.1	0.1	-2	-13	-2	-16	5	1.2	5	-1.1
CCCCOCCCNC(=O)c1cccc(OC)c1	-11	1.3	-1.1	2	-10	-1	-8	-15	-2.0	-7	0.6
Cc1ncsc1CCSc1nc2ccccc2c(=O)n1C	-12	1.2	1.3	3	4	-8	-5	5	-2.0	-5	2.2
Cc1cc(NC(=O)CCN2C(=O)/C(=C\c3ccccc3Cl)SC2=S)no1	4	1.1	-1.4	-1	-3	0	-5	-5	-0.7	3	-2.4
CC(C)c1ccc(NC(=O)C(c2ccccc2)N2CCN(C=O)CC2)cc1 (stereo not given)	-13	0.9	1.7	-2	-10	-1	-3	-6	-0.4	-5	0.3
CCC1CCCCN1CCCNC(=O)C1CCC(Cn2c(=O)[nH]c3ccccc3c2=O)CC1 (stereo not given)	-10	4.0	1.6	3	-10	2	25	-14	0.0	-7	-1.3
CC(C)=CCCC1(C)C=Cc2c(ccc3c2[nH]c2cc(O)c(C)cc23)O1 (stereo not given)	-20	3.2	-1.3	-6	7	2	-11	-2	-2.0	-6	0.9
Cc1ccc(NC(=O)CSc2ncc(-c3ccccc3)n2C(=O)c2ccccc2)cc1	10	0.8	4.6	-1	-28	-1	1	-11	2.7	-8	-1.4
CCOC(=O)c1ccccc1NC(=O)Cn1c(-c2nonc2N)nc2ccccc21	.	1.3	-0.2	.	-9	-3	-1	-7	-0.8	3	-1.4
Cc1ccc(C(=O)NCCNc2ccc([N+](=O)[O-])cc2C(F)(F)F)cc1	23	2.1	11	-5	51	-4	7	-10	1.2	-20	2.7
CC1CCC(NCCNC(=O)c2ccco2)CC1 (stereo not given)	12	0.9	-0.2	7	1	2	-12	10	-2.5	-2	-0.6

Next part.
SMILES	HTR5A inv ag	phage Ecoli inh	AddAB inh	HTR5A ag ctr	Mot1-301 SUMO	DAGLB inhibitor	Tat transport	PKA-R1A act	E coli growth	PKA-R2B act	CDK5 inh
Cc1cc(OC(C)C(=O)NCCCN2CCOCC2)c2c(C)cc(=O)oc2c1 (stereo not given)	-20	0.9	2.7	-4	6	-1	-5	0	0.8	0	-0.6
CCn1cc(C(=O)NCc2ccc(OC)cc2)c(=O)c2ccc(C)nc21	6	1.4	1.7	4	-3	-1	0	1	-0.4	0	0.5
CCOc1ccc(/C=N/NC(=O)c2ccc(Cn3cc([N+](=O)[O-])cn3)o2)cc1	-38	-2.4	0.0	-1	266	4	-1	2	-0.6	-4	2.2
c1ccc(COCCCn2cc(-c3ccccc3)nn2)cc1	-4	-0.5	4.2	-1	11	-6	2	0	1.4	3	-1.0
Cc1nc2c(-c3ccccc3)c(C)nn2c(C)c1CCC(=O)O	-44	3.4	0.7	16	-7	-2	-2	-5	-1.5	-4	-0.2
O=c1cc(CSc2nnc(-c3cccs3)n2Cc2ccccc2)nc2sc3ccccc3n12	-13	-0.3	-0.2	1	0	0	2	4	-2.4	1	-1.1
Cc1ccccc1-n1c(=O)cc(N2CCC3(CC2)OCCO3)[nH]c1=O	-13	2.7	-1.0	2	-20	5	5	9	-0.6	-5	-0.7
CC(C)(C)[C@H]1COC(=O)CC/C=C\C[C@@H](CC(=O)N[C@H](CO)Cc2ccccc2)C(=O)N1	1	2.7	1.2	-3	-12	1	-7	-4	0.0	-4	-0.3
CCN(CC)S(=O)(=O)c1ccc(C)c(NC(=S)NNC(=O)C2CC2)c1	-2	0.8	2.4	-1	0	3	-3	-3	2.4	-3	-3.9
COC(=O)[C@H](C)NC(=O)Nc1cccc(C)c1	4	2.9	2.6	-2	-13	-1	2	4	0.5	14	-0.6
CC(C)N(Cc1nnc(-c2ccccc2Br)o1)C(=O)c1cc(Cl)nc2ccccc12	-2	-1.5	0.7	-1	18	-8	13	3	0.7	-9	-5.3
COc1ccccc1N1CCN(C(=O)c2cc3c(s2)-c2ccccc2OC3)CC1	-18	-0.6	-1.6	-3	-14	-5	4	0	-1.1	3	-0.2
O=C(NCC(c1cccs1)N1CCOCC1)c1cccc([N+](=O)[O-])c1 (stereo not given)	-21	1.8	0.7	-5	7	-4	-4	11	1.7	-1	-0.3
Cc1cc(OC(=O)c2cccs2)ccc1C(C)C	-22	2.7	-0.2	9	14	-15	-1	-17	0.0	2	-0.2
CCOC(=O)c1cc(-c2ccccc2)sc1NC(=O)c1ccc(OC)c(OC)c1	-28	2.8	2.9	11	-15	-1	9	-1	0.9	-11	1.6
CCOc1ccc(S(=O)(=O)NCC2CCCO2)c2cccnc12 (stereo not given)	11	0.9	0.2	-3	-18	0	-6	-17	-0.9	-7	-1.4
NCc1oc(-c2ccccc2)cc1C(=O)O	-4	4.0	2.0	2	28	0	6	-1	-1.0	-1	-1.8
CCOC(=O)N1CCN(C(=O)CS(=O)Cc2nc(-c3ccc(OC)c(OC)c3)oc2C)CC1 (stereo not given)	-15	2.4	1.7	-1	-6	1	3	-10	4.2	1	0.1
C[C@H](CO)N1C[C@H](C)[C@@H](CN(C)S(=O)(=O)c2ccc(Cl)cc2)Oc2ccc(NS(=O)(=O)c3ccccc3)cc2CC1=O	-4	0.3	2.2	-3	28	2	6	0	0.1	-3	0.5
CCCCOC(=O)c1[nH]c(C)c(C(=O)OC)c1C	1	1.2	-0.2	-1	261	-1	6	3	-0.6	9	-0.6
CCOC(=O)CSc1nc2c(sc3ccccc32)c(=O)n1CCCN1CCOCC1	18	0.9	3.5	-6	5	2	31	-7	-0.6	-13	-6.1
Cc1nc(N2CCN(C(=O)COc3ccccc3)CC2)c2c(C)c(C)sc2n1	-21	0.2	1.1	-7	4	-4	0	2	1.0	3	0.1
O=C1c2ccccc2CCC12N=NCC2c1ccc(Cl)cc1 (stereo not given)	-16	-1.9	-0.5	0	2	-4	0	-5	0.3	1	-0.5
Cc1nnc(SCC(=O)Nc2ncc3c(n2)CCCC3=O)s1	9	0.0	0.7	-4	14	1	-5	-9	-0.4	-11	-0.8
C=C(C)Cn1c(SCC(=O)N/N=C/c2cccc(O)c2)nc2ccccc2c1=O	-3	1.1	0.7	1	14	-2	-1	-17	0.3	-16	-0.5

Next structures
SMILES	HTR5A inv ag	phage Ecoli inh	AddAB inh	HTR5A ag ctr	Mot1-301 SUMO	DAGLB inhibitor	Tat transport	PKA-R1A act	E coli growth	PKA-R2B act	CDK5 inh
O=C1CC(C(=O)O)C(c2ccccc2)c2ccccc21 (stereo not given)	-1	2.3	.	0	.	0	-7	7	.	-6	-0.2
Nc1ccc(C(=O)Oc2ccc([N+](=O)[O-])cc2)cc1	12	-1.2	-0.4	-3	7	0	-4	1	0.7	3	1.1
CC(=O)c1cccc(NC(=O)c2csc3c2CCCCC3)c1	1	1.2	3.0	2	-8	-4	0	-7	-0.7	-9	-1.8
COc1ccccc1/C=C/C(=O)NCC(=O)n1nc(C)cc1C	-13	0.4	1.9	-3	8	-2	3	-4	-2.1	5	-1.5
S=C(NCCc1ccccc1)NCc1cccs1	5	5.2	0.5	-2	-6	-5	-2	5	-1.6	-2	0.2
O=C(Nc1nc(-c2ccc(Cl)cc2)cs1)NC1CCCCC1	-2	3.8	2.4	1	1	-2	20	-13	1.8	-5	-0.3
CC(C)=CC(=O)Nc1ccccc1Br	-18	.	-0.4	-4	104	-1	-4	-8	0.5	0	-0.4
Cn1c(CCN2CCCCC2)nc2cc(NS(=O)(=O)c3ccc(F)cc3)ccc21	-3	0.8	3.1	-2	-11	1	1	1	-0.5	2	-0.9
COc1ccccc1NS(=O)(=O)c1cc(NC(=O)COc2ccccc2F)ccc1N1CCOCC1	19	2.8	-0.3	-5	-11	-2	-5	-9	-2.3	10	2.9
COc1ccc2c(c1)c1c(n2C(C)=O)C(OC(C)=O)=NCC1	-16	2.0	-0.8	4	15	-2	3	-10	-4.3	-2	-0.1

Bioassay records deposited in PubChem by several laboratories.
